E coli WT exp: E. coli BW25113 growth inhibition, expanded screen; OD600 absorbance; growth inhibition, % at 100 µM; actives 0.15% (n = 98,000); AID 710;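 active = growth inhibition above about 50% at one test dose, limit read from the data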;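 also: growth measured after 20 h incubation at 37 °C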
DAT uptake mod: changed human dopamine transporter uptake under cocaine IC80. LLC-PK1 hDAT cells, [14C]-dopamine uptake with cocaine IC80; actives deviate in either direction. actives 1.3% (n = 110,000). AID 449768. B-score at 10 µM. Q01959;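 active = Z score or B-score, a plate-position-corrected score, falls beyond the plate's 99.7% confidence bounds, in either direction; inactive = both scores lie inside the 99.7% bounds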;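 also: scored against the spread of the other compound wells on the same plate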
TNFa cytotox: HUVEC cytotoxicity counter-screen, TNF alpha stimulated. HUVEC TNFalpha-stimulated, Hoechst cell count, imaging. cell count reduction, % at 2 µM. actives 0.17% (n = 93,000). AID 848;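 active = cell count reduction exceeding the screen mean by over 5 SD, scaled to untreated wells per plate, cut at about 78% in these data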;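 also: cells counted after 24 h of TNF alpha exposure following the 1 h pretreatment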
cytoskel mod: cytoskeleton assembly modification; HUVEC TNFa F-actin phalloidin imaging, high content; actives 0.18% (n = 91,000); inhibition, % at 2 µM;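 active = inhibition above the batch mean plus 3 SD and confirmed as a hit by visual image inspection, cut at about 30% in these data, passing the limit was not always enough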; also: strong numbers were not always called active
VCAM1 TNFa inh: reduces TNF alpha induced VCAM1 expression in HUVEC; HUVEC TNFa-induced VCAM-1 immunofluorescence, high-content imaging; inhibition, % at 2 µM; actives 0.48% (n = 95,000); AID 802;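 active = inhibition above the batch mean plus 3 SD, with images confirmed as a hit by eye, cut at about 37% in these data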;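 also: 0% = TNF-stimulated DMSO wells and 100% = unstimulated control wells; not every result past the cut was called active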
PLK1 inh: inhibitors of human PLK1 kinase; P53350; recombinant PLK1 kinase, TR-FRET peptide phosphorylation; inhibition, % at 10 µM; actives 0.53% (n = 97,000); AID 619;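 active = inhibition of 50% or more in the single-concentration screen; inactive = inhibition below 50%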;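 also: 0% = DMSO max control and 100% = H-89 dihydrochloride min control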
Target sequence (P53350 whole entry, looked up): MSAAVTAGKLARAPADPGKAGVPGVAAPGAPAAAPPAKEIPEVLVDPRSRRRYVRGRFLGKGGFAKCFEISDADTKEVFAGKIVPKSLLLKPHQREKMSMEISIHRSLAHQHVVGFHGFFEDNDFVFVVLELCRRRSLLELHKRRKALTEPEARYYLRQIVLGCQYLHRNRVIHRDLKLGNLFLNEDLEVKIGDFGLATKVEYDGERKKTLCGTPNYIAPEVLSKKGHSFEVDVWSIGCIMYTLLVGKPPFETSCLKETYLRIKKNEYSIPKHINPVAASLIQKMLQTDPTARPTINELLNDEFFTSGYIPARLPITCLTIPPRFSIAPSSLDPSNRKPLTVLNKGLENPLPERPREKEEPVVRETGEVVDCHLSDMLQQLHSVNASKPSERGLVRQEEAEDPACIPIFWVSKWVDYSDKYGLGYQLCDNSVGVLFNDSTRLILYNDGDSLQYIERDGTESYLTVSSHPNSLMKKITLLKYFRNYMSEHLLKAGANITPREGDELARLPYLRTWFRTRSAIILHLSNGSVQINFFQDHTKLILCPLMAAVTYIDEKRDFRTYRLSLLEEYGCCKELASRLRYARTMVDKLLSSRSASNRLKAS
Plk1 PBD FP: blocks phosphopeptide binding to human Plk1 polo box domain. P53350. Plk1 PBD phosphopeptide binding, fluorescence polarization. inhibition, %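 (tested at about 20 µM)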. actives 0.13% (n = 97,000); in the data active = inhibition above about 34%, passing the limit was not always enough
sEH inh: inhibitors of human soluble epoxide hydrolase | recombinant human sEH enzymatic activity assay | inhibition, % at 2 µM | actives 0.34% (n = 91,000); in the data active = inhibition above about 80%; also: values of inactives mirror those of a sister screen read the other way; many of its hits are not listed in these tables
IL1B cytotox: toxic to HUVEC cells under IL-1B stimulation; HUVEC cell count loss, Hoechst imaging, IL-1B stimulated; cell count reduction, % at 2 µM; actives 0.41% (n = 94,000);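 active = cell count reduction more than 3 SD above the screen-wide mean, cut at about 70% in these data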;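 also: normalized per plate to untreated control cells as the no-loss baseline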
An asterisk follows results filed as active; . = not tested or not shown.

SMILES | E coli WT exp | DAT uptake mod | TNFa cytotox | cytoskel mod | VCAM1 TNFa inh | PLK1 inh | Plk1 PBD FP | sEH inh | IL1B cytotox
Cc1ccc(C)c(N2CCN(C(=O)c3cc4sccc4n3C)CC2)c1 | -6.0 | 0.816 | -13.9 | -5.8 | 15.4 | -7.3 | 5.3 | 6.6 | -0.6
COc1ccc(NS(=O)(=O)c2ccc(SC)cc2)cc1 | 16.0 | 2.07 | -2.7 | 8.1 | -6.0 | -5.9 | -23.4 | -0.6 | 5.9
COc1ccc(-c2ccc3c(N)c(C(=O)c4cccc(OC)c4)sc3n2)cc1 | 2.0 | 0.601 | -29.8 | -1.0 | -19.2 | -16.2 | 17.9 | -3.5 | -6.4
Cc1ccc(C(=O)CSc2nnc(-c3ccc4[nH]c(C)c(C)c4c3)o2)cc1C | -13.0 | 0.991 | -20.2 | -7.9 | -19.0 | -11.4 | -32.2 | -14.4 | 8.5
CCOc1ccc(OCC)c(-c2c(=O)n(OCc3ccccc3Br)c3ccccc3[n+]2[O-])c1 | -10.0 | 0.12 | -26.7 | 18.3 | -32.4 | -5.5 | -15.1 | 2.0 | -38.9
CCCN1CNC(=S)N(c2cc(C)ccc2C)C1 | . | 0.152 | -25.7 | -4.0 | -6.5 | -3.5 | -16.8 | -2.5 | -19.6
Cc1ccc(OCCN2CCN(c3ncnc4sc(C)c(C)c34)CC2)cc1 | 2.0 | 0.884 | -15.5 | -6.4 | 12.7 | 2.2 | -3.8 | -1.4 | -0.8
Cc1cc(Cl)c(S(=O)(=O)N2CCCC2)cc1OCC(=O)NC1CCCCC1 | 6.0 | 1.85 | -1.3 | 0.6 | 8.0 | 5.8 | -13.1 | -1.1 | -91.4
O=C(Cn1nnc(-c2ccccc2F)n1)Nc1ccc(C(=O)N2CCOCC2)cc1 | -2.0 | -1.06 | 7.0 | -9.9 | -8.8 | 0.0 | 14.3 | 2.6 | -15.3
CCOC(=O)N1CCN(C(=O)CSc2nnc(CNC(=O)c3c(F)cccc3Cl)o2)CC1 | -3.0 | 0.407 | -7.1 | 9.0 | 21.6 | -13.1 | 6.9 | -2.1 | -17.9
CCn1c(O)c(/C=C2\C=Nc3ccccc32)sc1=Nc1ccc(C)cc1 | -14.0 | -1.04 | -1.0 | 11.0 | -7.2 | -8.8 | -19.3 | -9.7 | .
CC(=O)NCC(=O)OCN1C(=O)c2ccccc2C1=O | 0.0 | -0.0823 | -5.7 | 9.0 | -5.4 | -14.9 | 13.1 | -1.9 | 15.8
CCn1c(C(C)NC(C)=O)nc2ccccc21 (stereo unspecified) | -2.0 | 0.793 | -3.0 | 0.1 | 23.8 | -18.8 | 28.9 | -6.2 | 12.4
Cc1cc(C)n(-c2nc(-n3nc(C)cc3C)c3c4c(sc3n2)COC(C)(C)C4)n1 | 4.0 | . | -53.8 | -7.5 | -29.2 | 0.5 | 8.0 | 7.8 | 10.0
O=C(c1ccccc1)N1CCN(C(=O)c2ccccc2)CC1 | . | 1.09 | . | -2.8 | -13.7 | -8.9 | 2.8 | -3.8 | 19.8
Cc1cc(=O)oc2cc(NC(=O)c3cc4ccccc4o3)ccc12 | -3.0 | . | -11.2 | 2.8 | 10.0 | -28.3 | 0.0 | -10.6 | 26.7
CCOC(=O)C1=C(C)NC(=O)NC1c1cc2c(cc1Br)OCO2 (stereo unspecified) | -16.0 | -0.657 | -1.2 | -6.9 | 0.1 | -3.2 | -4.1 | 4.8 | -48.5
CC(C)C1Cc2c(C#N)c(N)sc(=S)c2CO1 (stereo unspecified) | -11.0 | -1.83 | -20.8 | 13.8 | 1.9 | -2.9 | -9.6 | 4.5 | -36.6
CCOC(=O)CSC1=C(C#N)C(c2ccccc2)C(C(C)=O)=C(C)N1 (stereo unspecified) | 5.0 | 0.893 | -25.6 | 31.1 | -1.4 | -4.8 | 6.6 | 6.8 | 3.1
Cc1cc(C)cc(N=C(NO)c2cccc([N+](=O)[O-])c2)c1 | 6.0 | 0.195 | -17.5 | 32.2 | 0.3 | -4.9 | -3.0 | 4.2 | -21.7
CC12CC(c3ccccc3O1)C(C(=O)NCc1ccccc1)C(=O)N2 (stereo unspecified) | 3.0 | 0.00484 | -21.0 | 22.3 | 2.3 | -1.2 | -13.3 | -2.6 | 4.4
Cc1ccc(-n2c(=O)[nH]c3c(C(N)=O)nc(-c4ccc(C)o4)nc32)cc1 | -4.0 | . | -36.9 | 12.6 | 6.5 | -1.6 | 3.9 | . | -29.6
C=CCNc1nc(SC)nc2ccsc12 | 6.0 | 0.339 | -10.0 | -14.4 | -4.7 | -9.3 | -30.6 | 12.2 | -8.4
CCOc1ccc(Cc2nnc(SCC(=O)c3ccc(OC)cc3)o2)cc1 | -2.0 | -0.144 | -29.6 | . | -5.0 | -5.4 | -17.7 | 10.6 | -61.6
Cc1ccc(/C=c2\sc3nc(-c4cccs4)nn3c2=O)o1 | -20.0 | -0.466 | -14.8 | -1.5 | 8.0 | -7.8 | 9.9 | -8.3 | -2.0

Complete entries as entered above. Order of screens: E coli WT exp, DAT uptake mod, TNFa cytotox, cytoskel mod, VCAM1 TNFa inh, PLK1 inh, Plk1 PBD FP, sEH inh, IL1B cytotox
Shown for Cc1ccc(/C=c2\sc3nc(-c4cccs4)nn3c2=O)o1 → -20.0, -0.466, -14.8, -1.5, 8.0, -7.8, 9.9, -8.3, -2.0
Shown for Cc1cc(C)cc(N=C(NO)c2cccc([N+](=O)[O-])c2)c1 → 6.0, 0.195, -17.5, 32.2, 0.3, -4.9, -3.0, 4.2, -21.7
Shown for O=C(c1ccccc1)N1CCN(C(=O)c2ccccc2)CC1 → ., 1.09, ., -2.8, -13.7, -8.9, 2.8, -3.8, 19.8

(continued)
SMILES | E coli WT exp | DAT uptake mod | TNFa cytotox | cytoskel mod | VCAM1 TNFa inh | PLK1 inh | Plk1 PBD FP | sEH inh | IL1B cytotox
O=C(NCCN1CCCC1)C1CCN(S(=O)(=O)N2CCC3(CC2)OCCO3)CC1 | 7.0 | -0.132 | -12.5 | 6.7 | -18.2 | -4.6 | -14.2 | 17.2 | -0.3
O=C(Nc1ccc(F)cc1F)c1cc2n(n1)C(C(F)(F)F)C1CCCCC1N2 (stereo unspecified) | -7.0 | 0.227 | 9.9 | -12.4 | -6.6 | -10.4 | 7.0 | -15.9 | -19.0
O=S(=O)(c1ccccc1)c1nc(-c2ccco2)oc1NCCCN1CCOCC1 | -1.0 | 0.0377 | -20.8 | -8.3 | 6.2 | 13.2 | 8.2 | 4.1 | -111.5
Cc1ccc(S(=O)(=O)NCCC(=O)OCn2nnc3ccccc3c2=O)cc1 | 2.0 | 0.551 | -33.6 | 31.3 | -4.3 | -7.7 | -12.8 | -11.8 | -2.2
CCOC(=O)C(C)n1cnc2sc3c(c2c1=O)CCC3 (stereo unspecified) | 2.0 | 0.557 | 3.3 | -0.2 | 2.9 | 7.7 | 18.9 | -5.3 | -32.1
COc1ccc(NC(=O)C2CCCN(C(=O)NC3CCCCC3)C2)cc1OC (stereo unspecified) | -1.0 | -0.00518 | -20.6 | 28.0 | 10.3 | -7.3 | -11.1 | 36.5 | 7.8
CC(C)CN1CN(S(=O)(=O)c2cccs2)c2nc3ccccc3nc21 | -11.0 | 0.604 | -31.4 | -10.4 | 4.3 | -10.3 | 18.9 | -5.3 | -8.1
Cc1ccccc1NC(=O)c1ccc(CN2CCC(Cc3ccccc3)CC2)cc1 | 10.0 | -3.73* | -18.3 | 14.3 | -9.3 | -10.9 | -9.1 | -8.8 | -67.4
COc1ccc(-n2nnnc2SCC(N)=O)cc1 | 5.0 | -1.46 | -2.9 | -6.7 | 1.1 | -6.9 | -0.4 | -2.4 | 0.6
N#CCO/N=C(\c1ccccc1)c1ccncc1 | 7.0 | -1.28 | -2.0 | -5.7 | -24.1 | -4.3 | -10.4 | -1.7 | 26.9
CC1CCN(S(=O)(=O)c2ccc(F)c(C(=O)O)c2)CC1 | 2.0 | -0.783 | -20.0 | 9.7 | -0.5 | 3.7 | 2.6 | . | -3.1
CCNC(=S)N/N=C/c1ccc(OCCOc2ccccc2C)cc1 | -14.0 | -0.289 | -6.3 | -5.7 | 11.3 | -3.0 | 9.7 | 7.6 | -21.8
O=C(Nc1ccc(CN2CCOCC2)cc1)c1ccc(-c2ccc(Br)cc2)o1 | -14.0 | 1.69 | -17.0 | 10.0 | -18.4 | 2.8 | -13.7 | 53.0 | -54.8
CN(C)c1ccc(C(=O)OCC(=O)Nc2ccc(S(N)(=O)=O)cc2)cc1 | 3.0 | -1.58 | -8.3 | -14.0 | 2.8 | -19.6 | 13.0 | -1.8 | 5.1
O=c1c2cnn(-c3ccccc3)c2nc(-c2cccs2)n1-c1ccc(Cl)cc1 | -3.0 | -1.02 | -4.6 | -2.3 | -34.4 | -8.2 | 6.6 | -21.8 | 37.8
Cc1cc(C)nc(-n2nc(C)cc2NC(=O)COC(=O)CCC(=O)c2cccs2)n1 | -6.0 | 0.793 | 18.7 | -28.5 | 2.8 | -16.7 | 10.9 | 4.2 | -14.8
COC(=O)CNC(=O)c1ccc(=O)oc1 | -1.0 | -0.571 | -34.7 | 1.7 | -9.3 | -10.8 | 16.7 | -14.5 | -44.1
COc1ccc(C(=O)c2coc3ccc(O)c(CN4CCOCC4)c23)cc1 | 6.0 | 3.46* | -22.8 | -7.8 | 8.7 | -10.2 | 6.0 | -0.7 | -25.4
O=C(Nn1cnnc1)c1ccccc1-c1ccccc1 | 5.0 | -0.223 | -13.2 | 4.9 | 7.8 | -5.0 | -18.9 | 0.7 | 6.4
COC(=O)c1c(NC(=O)c2cccs2)sc2c1CCC(C)C2 (stereo unspecified) | -18.0 | -0.244 | -30.0 | -1.6 | 8.9 | -13.6 | 12.0 | . | -21.4
Cc1ccc(-n2ncc(C#N)c2/N=C/N(C)C)cc1 | 11.0 | 0.0195 | -26.1 | -6.8 | -3.3 | -16.0 | 10.1 | -11.1 | 8.0
O=C(CSc1ncn[nH]1)NCCc1ccccc1 | 6.0 | -0.92 | -9.0 | -15.0 | 15.2 | -31.8 | -6.7 | -7.2 | -22.2
CCOc1cc(CNc2ccc3c(c2)CCC3)ccc1O | 1.0 | 0.62 | 18.3 | -9.2 | 4.4 | -8.3 | 25.8 | -5.3 | 3.2
COCCCn1c(SCC(=O)N2CCc3ccccc32)nnc1-c1ccco1 | . | -0.418 | -13.0 | -4.6 | 3.3 | -12.6 | 6.8 | 0.9 | -26.9
CCOC(=O)N1CCC(Nc2c(NCCCOC)c(=O)c2=O)CC1 | 5.0 | -0.0131 | -14.7 | -11.4 | 8.2 | -19.5 | -12.6 | 5.9 | 1.8

(more compounds)
SMILES | E coli WT exp | DAT uptake mod | TNFa cytotox | cytoskel mod | VCAM1 TNFa inh | PLK1 inh | Plk1 PBD FP | sEH inh | IL1B cytotox
COc1ccccc1N(C(=O)CNS(=O)(=O)c1ccccc1)C(C(=O)NCc1ccco1)C(C)C (stereo unspecified) | -1.0 | 0.573 | -5.8 | -10.5 | 7.5 | -2.7 | -7.0 | 26.3 | 8.6
CCOC(=O)c1ccccc1NC(=O)COc1cc(=O)n(CC)c2ccccc12 | -15.0 | -1.29 | 14.4 | -19.1 | -11.3 | -12.8 | -5.2 | -0.8 | 1.0
COC(=O)C(O)(CC(=O)c1ccc(OC)cc1)C(F)(F)F (stereo unspecified) | 8.0 | -1.27 | . | . | . | -8.1 | -6.9 | -6.2 | -13.0
CC(C)CN(C(=O)COC(=O)c1cc2c(s1)CCC2)C1CCS(=O)(=O)C1 (stereo unspecified) | -2.0 | 1.28 | -12.6 | -22.3 | -15.7 | -0.9 | -19.4 | . | 8.9
Cn1c(Cc2cccc3ccccc23)nnc1SCC(=O)N1CCN(c2ccccc2)CC1 | -11.0 | 0.0293 | -6.6 | 7.7 | -4.4 | -11.4 | -20.9 | 2.1 | -12.6
O=C(O)Cn1nc(-c2ccccc2)oc1=O | -2.0 | -0.252 | -25.2 | 16.4 | 3.3 | -0.8 | 15.6 | 4.8 | -26.8
CC(=O)C1=C(c2ccccc2)NC(=O)NC1c1ccccc1OCC#N (stereo unspecified) | 3.0 | -0.663 | -2.1 | -4.8 | 14.1 | -7.6 | 6.9 | 3.4 | -1.4
